Coupling enz – inhibits coupling enzyme system, counter-screen for aldolase hits. coupling enzyme system counterscreen, AmpLite Red fluorescence. activity change, negative = inhibition, % at 58.2 µM, hits read low. 0.67% of 290,000 active. AID 2472; in the data active means activity change below about -30%
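Coupling enzymes only (glyceraldehyde-3-phosphate) + compound, at 57.5 uM final, 10 min RT; add substrate/coupling/AmpLite Red mix, 20 min RT; fluorescence ex 525/em 598 nm. Actives flag coupling-system interference.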
uPA surface inh – blocks generation of uPA at the cell surface. cell surface uPA generation assay, qHTS. Potency, µM (series often up to 38.3 µM), for the others: top-dose activity change, negative = inhibition, usual class: inhibitors. 0.31% of 330,000 active; active means well fitted inhibition curve with a large enough effect; inconclusive means small, poorly fitted or top-dose-only effect; inactive means no such curve, though single readings can be large or run the other way; tested in mouse RAW 264.7 cells; further: potency means the concentration at half of the fitted maximal effect; nearly all actives have a fitted effect of over 55% in size
BCR signal inh – inhibitors of chronic active B-cell receptor signaling. Potency, µM (highest dose often 46.1 µM), for inactives: at the top dose ratio change, negative = lower green/red ratio, actives largely listed as inhibitors. ABC-DLBCL IkBa-CBG/CBR reporter, luminescence ratio, 4 h. 0.05% of 340,000 active; active means well fitted inhibition curve with a large enough effect in the signal ratio, with a control signal flat, not every such curve was filed as active; inconclusive means small, poorly fitted or top-dose-only effect, or effect the other way, or a change in a side signal; the % refers to the signal ratio;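 further: potency means the concentration at half of the fitted maximal effect; plate controls were basal doxycycline-induced cells for no effect and cells given 10 µM MG132 for full effect; MG132 reads +100%, hits lower the ratio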
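TMD8 ABC-DLBCL cells carrying doxycycline-inducible green luciferase fused to IkappaBalpha plus unfused red luciferase were exposed to compounds (up to 46 uM) for 4 hrs at 37C. Activity came from the overlap-corrected green/red luminescence ratio.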
PKM2 activator – activators of human pyruvate kinase M2; purified PKM2, Kinase-Glo ATP luminescence, activation; response scale: 0% is enzyme alone, no compound; 0.34% of 260,000 active; Potency, µM (highest dose often 57.5 µM), without a hit: top-dose activation, usual class: activators; P14618; further: potency means the concentration at half of the fitted maximal effect; nearly all actives have a fitted effect of over 55% in size
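hPK-M2, >95% pure; 0.1 mM ADP / 0.5 mM PEP final; imidazole pH7.2 buffer w/ 7 mM MgCl2, 50 mM KCl; 1 h RT; Kinase-Glo lum. Intermediate enzyme activity for dual inhibitor/activator qHTS.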
Giardia kill – kills Giardia lamblia. Giardia lamblia trophozoite viability. 0.15% of 340,000 active. activity change, % at 7.66 µM, hits read low; in the data active means activity change below about -80%; inconclusive means between about -30% and that limit;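 further: parasites exposed to compound for two days anaerobically before the ATP read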
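ATP-content bioluminescence gauges trophozoite survival. Cells (100/well) receive compound and incubate anaerobically for 48 hrs at 37 deg C; detection reagent follows for 15-30 min at room temperature.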
USP2a inh – inhibitors of human ubiquitin-specific protease USP2a | USP2 core, Ub-CHOP2 coupled fluorogenic reporter, 485/531 | Potency, µM (highest dose often 38.3 µM), for the others: at the top dose activity change, negative = inhibition, most hits filed as inhibitors | 0.01% of 330,000 active | AID 463254;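 further: potency means the concentration at half of the fitted maximal effect; plate controls were DMSO wells for no effect and full inhibition by NEM control for full effect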
Target sequence (O75604 whole entry, looked up): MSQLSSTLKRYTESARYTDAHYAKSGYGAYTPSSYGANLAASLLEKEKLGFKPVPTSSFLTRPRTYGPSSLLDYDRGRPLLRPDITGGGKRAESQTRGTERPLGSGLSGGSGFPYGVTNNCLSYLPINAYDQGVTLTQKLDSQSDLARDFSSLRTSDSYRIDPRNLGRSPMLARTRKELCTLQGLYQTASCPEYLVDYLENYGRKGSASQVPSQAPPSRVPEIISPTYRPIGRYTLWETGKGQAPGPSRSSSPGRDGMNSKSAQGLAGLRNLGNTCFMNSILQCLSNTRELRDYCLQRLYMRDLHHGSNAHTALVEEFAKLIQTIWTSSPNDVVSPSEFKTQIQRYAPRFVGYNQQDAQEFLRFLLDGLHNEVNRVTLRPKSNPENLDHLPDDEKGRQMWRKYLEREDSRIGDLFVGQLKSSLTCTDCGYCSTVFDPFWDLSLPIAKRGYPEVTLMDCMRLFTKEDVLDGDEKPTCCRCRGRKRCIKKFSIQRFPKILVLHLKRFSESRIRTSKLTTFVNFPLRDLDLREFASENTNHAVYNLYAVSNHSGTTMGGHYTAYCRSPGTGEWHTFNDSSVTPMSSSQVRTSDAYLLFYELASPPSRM
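Cell-free coupled assay: 10nM USP2 core preincubated 30min RT with compound in Tris-HCl pH 8.0/CaCl2/CHAPS buffer, then 25nM Ub-CHOP2 and 25nM reporter substrate; fluorescence (Ex 485/Em 531) read after 60min RT, normalized to NEM inhibition, concentration-response curves fitted.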
KCNH2 3.1 block – blocks the human KCNH2 3.1 channel isoform | AID 720553 | 0.95% of 340,000 active | activity change, % (tested at about 1.8 µM) | U2OS KCNH2 3.1, thallium flux FluxOr; stronger effect = lower value;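 active means maximum activity change below -70%; inconclusive means maximum activity change from -70% to -50%; inactive means maximum activity change above -50%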;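 further: thallium influx rate constant from kinetic fluorescence after stimulation buffer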
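U2OS cells transduced with KCNH2 3.1 mutant virus (1.77 x 10^8 /mL, 4 h), plated overnight at 37 C, loaded 45 min with FluxOr dye plus Red40 quencher. Thallium flux rate constant from kinetic reads after stimulation buffer, normalised to controls.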
GALK inhibitor – inhibitors of human galactokinase; P51570; Purified GALK, Kinase-Glo residual ATP luminescence; Potency, µM (highest dose often 57.5 µM), for inactives: at the highest dose activity change, negative = inhibition, usual class: inhibitors; 0.007% of 270,000 active; further: potency means the concentration at half of the fitted maximal effect
Target sequence (P51570 whole entry, looked up): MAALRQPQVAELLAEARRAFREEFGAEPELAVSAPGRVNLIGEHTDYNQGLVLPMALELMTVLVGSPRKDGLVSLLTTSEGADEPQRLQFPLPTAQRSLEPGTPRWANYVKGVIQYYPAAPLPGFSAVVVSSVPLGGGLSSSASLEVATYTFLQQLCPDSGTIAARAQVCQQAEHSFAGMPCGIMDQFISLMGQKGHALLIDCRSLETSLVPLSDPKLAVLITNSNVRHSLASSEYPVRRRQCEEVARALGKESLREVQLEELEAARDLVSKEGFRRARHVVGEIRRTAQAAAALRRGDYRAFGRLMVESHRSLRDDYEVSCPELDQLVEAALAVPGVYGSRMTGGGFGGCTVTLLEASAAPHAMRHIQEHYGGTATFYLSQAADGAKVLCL
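ATP-depletion format; final 35 uM ATP, 100 uM D-galactose, 5 nM enzyme; pH 8.0 HEPES/Mg2+ buffer; 60 min RT; luminescence read 10 min after detection reagent.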
Eya2 phos inh – blocks the phosphatase activity of human Eya2. O00167. recombinant Eya2, OMFP fluorescence dephosphorylation (OMFP is methylfluorescein phosphate). Potency, µM (highest dose often 76.9 µM), for the others: at the highest dose activity, negative = inhibition, usual class: inhibitors. 0.006% of 330,000 active. AID 488837; further: potency means the concentration at half of the fitted maximal effect
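Eya2 protein (added as 0.2 uM solution) was preincubated with compound for 10 min at ambient temperature in 50 mM HEPES pH 7.5, 50 mM NaCl, 5 uM MgCl2, 0.05% BSA, 1 mM DTT. OMFP (added at 50 uM) then reacted 10 min; fluorescence read at 485/525 nm.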
B2AR arrestin – agonists driving beta-arrestin recruitment to human beta2-adrenergic receptor; P07550; beta-arrestin recruitment to beta2AR, cell-based reporter; Potency, µM (highest dose often 46.1 µM), for the others: at the top dose activation, most hits filed as activators; 0.02% of 330,000 active;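 further: potency means the concentration at half of the fitted maximal effect; 0% = DMSO controls and full agonism = EC100 isoproterenol or metaproterenol; nearly all actives have a fitted effect of over 65% in size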
hERG WT inh – KCNH2 (human, wildtype) channel inhibition. AID 720551. activity change, % at 1.84 µM. Q12809. 0.37% of 340,000 active. U2OS, BacMam KCNH2, thallium flux FluxOr; stronger effect = lower value;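 active means maximum activity change below -70%; inconclusive means maximum activity change between -70% and -50%; inactive means maximum activity change above -50%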
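U2OS cells were transduced with wild-type KCNH2 virus (2.03 x 10^8 / mL) for 4 h at room temperature, then cultured overnight at 37 C. Thallium flux was read with FluxOr dye. Rate constants were normalized to DMSO controls.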
* hit, by the source's call; i = inactive; ? = inconclusive; . = not tested or not shown. Unless noted, the call rests on the fitted dose curve; in most records, active means well fitted curve in the direction sought with a large enough effect; inconclusive means small, poorly fitted or top-dose-only effect, or another doubt; inactive means no such curve, though single readings can be large; an effect the other way counts as inactive or inconclusive. Unless noted, on the % scale 0 is the no-effect control and ±100 the full control effect.

Compound,Coupling enz,uPA surface inh,BCR signal inh,PKM2 activator,Giardia kill,USP2a inh,KCNH2 3.1 block,GALK inhibitor,Eya2 phos inh,B2AR arrestin,hERG WT inh
Cc1ccc(S(=O)(=O)NCCCNC(=O)N2CCOCC2)cc1,1.7,-0.8%,7.3%,1.2%,4.0,1.0%,-12.4,-1.6%,-2.1%,-0.1%,-0.5
COc1ccccc1/C=C/C=N/NC(=O)c1ccccn1,-0.2,-2.2%,?,1.8%,-1.9,1.5%,-31.5,1.5%,0.6%,-0.2%,-27.7
CCOC(=O)CNC(=O)c1cc(-c2ccccn2)nc2c(C)c(Cl)ccc12,3.0,1.0%,6.6%,2.9%,-2.7,5.9%,-167.7*,-0.8%,1.0%,-0.5%,-0.5
CCc1nnc(NC(=O)CSc2ncnc3c2oc2ccccc23)s1,7.0,-6.2%,?,6.5%,6.2,-0.1%,14.0,1.4%,13.7%,-0.4%,-0.3
Cc1ccc(S(=O)(=O)N(C)C)cc1NC(=O)C(C)OC(=O)c1ccc2ccccc2n1 (configuration not stated),.,-11.3%,1.3%,.,2.2,-1.4%,10.8,.,-10.9%,0.4%,-11.1
NC(=S)N/N=C1\CCOc2ccc(F)cc21,4.2,-2.6%,?,-8.5%,26.0,-0.2%,-8.1,0.9%,4.1%,?,-0.8
O=C(COC(=O)Cn1cnc2ccccc21)Nc1cccc2c1C(=O)c1ccccc1C2=O,1.7,0.0%,?,-8.8%,?,7.7%,-21.1,0.8%,0.2%,-0.5%,6.0
O=c1ccc2ccc(Oc3ccc([N+](=O)[O-])cc3Cl)cc2o1,0.8,-4.7%,-2.3%,1.8%,-16.3,1.2%,1.5,-3.2%,-16.1%,-0.1%,1.4
Cc1nn(-c2ccccc2)nc1C(N)=O,0.3,4.4%,13.8%,?,-6.4,0.9%,16.8,.,3.6%,-0.9%,0.1
CN(C)/C=C(\C=O)c1ccc(Cl)cc1Cl,2.9,-0.4%,0.9%,0.3%,-9.2,1.9%,5.2,2.4%,0.1%,-0.1%,27.6
N#Cc1c(-c2ccc3c(c2)OCO3)ccn2nc(-c3cccc(C(F)(F)F)c3)nc12,6.3,-5.2%,0.2%,6.6%,-13.1,-1.2%,5.8,-1.2%,-7.0%,-0.8%,3.4
COc1ccc(CNC(=O)c2ccc(NC(=O)CC3SC(N4CCCCC4)=NC3=O)cc2)cc1 (configuration not stated),3.7,6.7%,2.0%,0.2%,0.5,2.4%,6.7,-4.1%,12.1%,-0.1%,-6.5
O=C(COCC(=O)NCc1ccccc1)NCc1ccccc1,4.9,2.4%,0.2%,-1.4%,6.8,8.7%,3.9,8.1%,9.1%,0.7%,-1.3
COc1cc(S(=O)(=O)NC(C)C)ccc1Cl,-0.6,.,-8.9%,0.1%,10.5,5.3%,0.6,-1.2%,-3.8%,0.3%,0.7
CN1CCN(S(=O)(=O)c2cccc(C(=O)Nc3cccc(S(N)(=O)=O)c3)c2)CC1,0.4,5.4%,?,.,12.1,-1.8%,0.2,-1.1%,?,-0.3%,-3.0
Cc1ccnc(NC(=O)C2CCC(CNc3c(N4CCCC4)c(=O)c3=O)CC2)c1 (configuration not stated),2.5,6.5%,?,-0.4%,2.2,-0.1%,13.4,-0.4%,-17.9%,-0.4%,-7.1
CCOc1ncccc1C(=O)Nc1ccc(S(=O)(=O)Nc2nccs2)cc1,5.2,-8.5%,0.1%,3.7%,11.3,0.0%,11.3,7.0%,17.4%,0.2%,9.2
Cc1onc(-c2ccccc2Cl)c1C(=O)NC(=S)Nc1ccc(C(C)(C)C)cc1,1.2,5.4%,?,-6.2%,8.8,4.2%,-7.9,-0.2%,-5.6%,-0.7%,-8.8
COc1ccccc1NC(=O)c1ccc2nc(C)c(C)nc2c1,.,11.4%,?,-7.8%,-23.8,-0.1%,8.9,-2.6%,-0.7%,-0.1%,-1.4
O=C(CCCN1C(=O)c2cccnc2C1=O)Nc1ccc(F)cc1Cl,3.3,-0.7%,5.6%,.,11.4,-1.7%,10.3,-3.4%,-21.3%,-0.2%,-4.1
COc1ccc(N2CCN(C(=O)CCC(=O)N3CCOc4ccc(C)cc43)CC2)cc1,-2.7,-0.4%,9.0%,-3.2%,2.7,-3.5%,2.5,.,2.4%,0.0%,0.7
CCOc1ccccc1N(CC(=O)Nc1cccnc1)S(C)(=O)=O,3.8,-2.3%,?,-1.2%,-2.5,-0.4%,-85.9*,0.2%,15.7%,-0.1%,-2.4
O=C(Cc1ccccc1F)Nc1ccccc1-c1ccccc1,5.3,-2.6%,-0.2%,-6.8%,16.1,0.6%,-2.0,10.9%,-12.1%,0.0%,-4.4
Cc1ccc(C(=O)NCC(=O)OCC(=O)Nc2cc(S(=O)(=O)N3CCOCC3)ccc2C)cc1,.,4.6%,-5.2%,.,10.0,-0.9%,4.3,.,31.8%,-0.2%,-9.8
COc1ccc(CN(C)CC(=O)Nc2ccc(SC(F)F)cc2)cc1OC,0.2,-3.9%,?,3.5%,9.4,1.7%,-97.8*,-0.2%,10.9%,0.4%,-38.3
CCOc1ccccc1-n1c(C)nc2cc(C(=O)O)ccc21,7.4,6.4%,-0.1%,-6.3%,-14.2,2.0%,-6.3,11.4%,1.1%,0.0%,-3.0
COc1cc(NC(=O)c2ccc(Cl)cc2Cl)ccc1NC(=O)c1cccs1,-0.3,2.3%,4.8%,2.4%,-4.0,-0.6%,-15.8,-0.6%,6.0%,0.1%,-2.5
CC1CCN(c2c(NCC3CCC(C(=O)NCc4ccccc4Cl)CC3)c(=O)c2=O)CC1 (configuration not stated),2.2,12.8%,0.4%,1.6%,17.7,0.5%,3.8,.,0.2%,-2.0%,-3.0
N#CC(c1ccncc1)(c1ncc(C(F)(F)F)cc1Cl)N1CCOCC1 (configuration not stated),-1.0,-0.9%,10.6%,2.8%,-2.0,-1.1%,10.7,10.8%,4.9%,0.4%,4.8
CCOc1ccc(Cn2c(=O)sc3ccccc32)cc1OC,2.2,4.0%,-14.9%,-2.4%,24.2,?,4.2,0.6%,-10.1%,-0.4%,-9.0
Cc1ccccc1NC(=O)Cc1nnc(N)s1,1.7,2.1%,-2.2%,-3.6%,-0.8,1.3%,17.2,-0.4%,3.5%,2.9%,-1.3
O=C(CCc1nnc2ccc(N3CCC4(CC3)OCCO4)nn12)Nc1cc(F)ccc1F,.,3.6%,-5.1%,.,14.1,4.7%,1.6,4.3%,-5.8%,0.5%,-8.2
Cc1cc(C)cc(NC(=O)CSc2nc3c(oc4ccccc43)c(=O)n2-c2ccccc2)c1,-3.4,11.7%,?,-12.5%,7.3,-11.4%,-8.2,-1.7%,-3.6%,-0.4%,-3.9
COc1cc(OC)cc(C(=O)NNC(=S)Nc2ccc(S(N)(=O)=O)cc2)c1,-0.6,-15.2%,?,-13.3%,-3.4,2.8%,-1.1,2.3%,0.7%,0.2%,i
Cn1cc(Br)c(C(=O)n2cc(Br)cn2)n1,1.2,4.7%,?,2.7%,-2.7,5.6%,9.4,1.7%,6.0%,-0.1%,8.9
Cc1nonc1NC(=O)CSc1nc2ccccc2cc1C#N,0.6,-1.2%,?,6.3%,8.3,-4.4%,5.6,7.8%,-2.9%,0.4%,5.8
COc1ccc(OC)c(NC(=O)CNC(=O)c2ccc([N+](=O)[O-])cc2)c1,0.4,-4.4%,?,0.8%,-22.3,-1.7%,1.9,0.0%,-9.2%,0.3%,-1.4
O=C(COC(=O)C12CC3CC(CC(C3)C1)C2)NCCc1ccccc1,4.3,6.2%,-0.1%,-3.3%,-8.0,1.8%,-2.2,-1.5%,-18.7%,-0.1%,0.8
O=C(NCCNC(=O)c1ccc(-c2ccc(Cl)c(Cl)c2)o1)c1cnccn1,.,-7.9%,?,.,21.0,1.3%,-35.2,-0.8%,-2.3%,0.3%,13.0

High-throughput results from PubChem.
